Source: PubChem (several laboratories)
G6PDH CS = L. mesenteroides G6PDH inhibition counter-screen; inhibition, % at 5 µM; AID 1020; 200,000 tested, 0.12% active; Purified L. mesenteroides G6PDH, diaphorase/resazurin coupled fluorescence, 45 min; in the data active = inhibition above about 50%
STAT3 act = activators of IL-6 induced STAT3 signaling. AID 871. activation (% of control), % at 5.6 µM. U3A cells, IL-6 STAT3-luciferase reporter, luminescence; 100% = signal with IL-6 EC80 alone. 190,000 tested, 0.91% active;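 active = activation above the screen-wide mean of compound activation plus 3 SD, cut at about 130% in these data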;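 note: 0% = background luminescence of wells with medium and substrate only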
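Test system: STAT3-luciferase reporter U3A cells; Detection: reporter luminescence signal; Times: 1 h compound pre-exposure, 6 h IL-6 stimulation, 37 °C; Benchmarks: IL-6-only high control; Also added: IL-6 stimulus at 33 ng/mL final.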
STAT1 act = activators of IFN-gamma induced STAT1 signaling. AID 932. NIH 3T3 STAT1-luciferase reporter, luminescence; 100% = IFN-gamma alone, no compound. activation (% of control), % at 5.5 µM. 200,000 tested, 2.6% active;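 active = activation above the screen-wide mean activation plus 3 SD, cut at about 130% in these data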;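 note: raw ratio to IFN-gamma control signal so 100% means no change and 0% no light; values of inactives mirror those of a sister screen read the other way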
Diaphorase inh = counter-screen for diaphorase-based assays: diaphorase inhibitors and chemical oxidizers | diaphorase resazurin-to-resorufin fluorescence, NADH, 16 min; bacterial (C. kluyveri) enzyme, not human | inhibition, % at 20 µM | 190,000 tested, 0.69% active;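 active = primary screen inhibition at 20 µM above a set limit, cut at about 50% in these data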;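 note: plate controls were DMSO with full reaction for no effect and wells lacking NADH for full effect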
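controls = No-NADH positive control and DMSO neutral control | system = Clostridium kluyveri diaphorase enzyme | timing = reaction incubation of 16 min at room temperature | signal = resorufin fluorescence 544/590 nm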
STAT3 inh = STAT3 signaling inhibition; 190,000 tested, 0.89% active; AID 862; inhibition, % at 5.5 µM; U3A cells, IL-6 STAT3-luciferase reporter, luminescence; host cell line lacks STAT1;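 active = inhibition above the mean inhibition across all screened compounds plus 3 SD, cut at about 44% in these data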;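 note: 0% = DMSO only wells and 100% = 100 µM nifuroxazide control wells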
Hsp70 activator = transcriptional activators of Hsp70. HeLa Hsp70 promoter luciferase reporter, luminescence; scaled: vehicle 0, proteasome-inhibitor control 100%. activation, % at 10 µM. 200,000 tested, 0.04% active;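 active = activation above the mean across all tested compounds plus 3 SD, cutoff set per campaign, cut at about 5.5% in these data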;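 note: 100% = MG132 at 30 µM as the positive control and 0% = DMSO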
APP 5UTR inh = APP translation inhibition. SH-SY5Y APP 5'UTR-luciferase reporter, luminescence. inhibition, % at 2 µM. 190,000 tested, 0.82% active. AID 1285;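 active = inhibition above a set limit, derived from the sample mean plus 3 SD, cut at about 45% in these data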; note: values of inactives mirror those of a sister screen read the other way
Diaphorase act = diaphorase activation or chemical reduction counter-screen. Diaphorase/resazurin coupled assay, resorufin fluorescence, 16 min; hits give high values; 1 = vehicle wells, 0 = NADH-free wells. activation factor at 20 µM. 190,000 tested, 0.005% active;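 active = diaphorase activity raised at least twofold by the compound at 20 µM; inactive = activation factor below 2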
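System – purified diaphorase enzyme from Clostridium kluyveri · Input – enzyme 0.07 U/mL final · Also added – final NADH 0.114 mM, resazurin 0.1 mM · Measured by – fluorescence of resorufin, 544 nm excitation, 590 nm emission · Timing – 16 min enzyme reaction, ambient temperature · Measure – resorufin increase flagging diaphorase activators or reducers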
TLR4-MyD88 BLA = TLR4-MyD88 interaction inhibition in cells; O00206+Q99836; HeLa CL3-4 TLR4/MyD88 BLA complementation, FRET ratio; inhibition, % at 8.4 µM; 200,000 tested, 0.18% active; AID 861; in the data active = inhibition above about 25%;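 note: 0% = vehicle and 100% = reference inhibitor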
Target sequence (O00206 whole entry, looked up): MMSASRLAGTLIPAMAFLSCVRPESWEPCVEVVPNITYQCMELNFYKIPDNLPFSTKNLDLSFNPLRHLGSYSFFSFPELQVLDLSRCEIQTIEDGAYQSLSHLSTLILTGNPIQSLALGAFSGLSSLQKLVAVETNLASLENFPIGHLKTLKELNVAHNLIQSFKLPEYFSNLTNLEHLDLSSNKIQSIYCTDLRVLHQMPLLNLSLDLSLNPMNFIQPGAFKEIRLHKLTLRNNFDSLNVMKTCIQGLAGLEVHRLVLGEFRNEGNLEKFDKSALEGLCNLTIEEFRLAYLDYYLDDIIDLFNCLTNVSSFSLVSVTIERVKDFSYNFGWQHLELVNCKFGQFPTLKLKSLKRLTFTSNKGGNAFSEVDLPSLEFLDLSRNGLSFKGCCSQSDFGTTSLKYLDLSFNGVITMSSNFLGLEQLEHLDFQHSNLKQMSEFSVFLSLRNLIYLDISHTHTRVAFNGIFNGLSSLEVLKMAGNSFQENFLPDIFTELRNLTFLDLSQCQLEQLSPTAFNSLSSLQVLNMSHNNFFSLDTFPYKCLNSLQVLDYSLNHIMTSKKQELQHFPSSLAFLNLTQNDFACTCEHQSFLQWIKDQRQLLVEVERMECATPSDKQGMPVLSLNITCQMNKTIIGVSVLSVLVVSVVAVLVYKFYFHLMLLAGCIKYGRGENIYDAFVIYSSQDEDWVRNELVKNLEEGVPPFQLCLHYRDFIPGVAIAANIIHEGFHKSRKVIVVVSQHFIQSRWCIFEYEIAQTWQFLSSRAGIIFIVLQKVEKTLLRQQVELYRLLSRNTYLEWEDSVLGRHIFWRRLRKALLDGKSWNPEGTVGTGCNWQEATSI
Target sequence (Q99836 whole entry, looked up): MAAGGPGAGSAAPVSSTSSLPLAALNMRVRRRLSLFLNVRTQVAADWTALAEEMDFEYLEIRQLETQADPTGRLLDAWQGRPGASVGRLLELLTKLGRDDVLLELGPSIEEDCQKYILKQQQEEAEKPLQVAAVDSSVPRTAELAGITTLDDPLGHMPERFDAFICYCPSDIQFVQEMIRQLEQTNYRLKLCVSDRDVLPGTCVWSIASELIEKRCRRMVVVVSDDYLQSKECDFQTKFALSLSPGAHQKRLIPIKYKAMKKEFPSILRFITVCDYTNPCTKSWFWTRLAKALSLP
STAT1 inh = inhibitors of IFN-gamma induced STAT1 signaling. AID 920. 200,000 tested, 0.35% active. NIH 3T3 STAT1-luciferase reporter, luminescence. inhibition, % at 5.5 µM;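 active = inhibition above a set limit, the mean inhibition across all tested compounds plus 3 SD, cut at about 34% in these data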;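 note: 0% = IFN-gamma with DMSO and 100% = IFN-gamma with 300 µM nifuroxazide; values of inactives mirror those of a sister screen read the other way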
* = called active by the depositor.

SMILES	G6PDH CS	STAT3 act	STAT1 act	Diaphorase inh	STAT3 inh	Hsp70 activator	APP 5UTR inh	Diaphorase act	TLR4-MyD88 BLA	STAT1 inh
COc1cccc(CN2CCCC(C(=O)c3ccc4c(c3)OCO4)C2)c1O (centres undefined)	7	97	96	10	9	0.0	-14	0.9	12	3
O=C(Nc1nc(NC(=O)c2ccco2)n(-c2ccccc2)n1)c1ccccc1	-21	107	101	-10	-5	-0.4	46*	1.1	2	-1
COc1cc(C(=S)N2CCN(C)CC2)ccc1OCC(=O)NCc1ccccc1	-2	96	97	-1	13	-0.3	-2	1	-13	1
N/C(=N\c1nc2ccccc2o1)NC(=O)c1ccc(F)cc1	-2	90	109	7	15	-0.2	-26	0.9	-1	-10
CCOC(=O)Cc1nnc(NC(=O)CC)s1	0	95	103	13	9	-0.3	10	0.9	-14	-3
COc1ccc(C(=O)NC(=S)NNC(=O)c2ccc(NC(C)=O)cc2)cc1Br	6	102	99	38	2	-0.5	-6	0.6	-10	-1
Cc1cccc(Cn2cnc3c(nnn3Cc3ccccc3F)c2=O)c1	12	103	98	14	7	-0.2	7	0.9	-10	2
CCOC(=O)C1=C(c2ccccc2)O/C(=C(/C(=O)OC)C(F)(F)F)S1	3	99	104	10	2	-0.1	9	0.9	-8	-4
COc1ccc(S(=O)(=O)N2CCNC(=O)C2)cc1Br	0	101	97	7	0	-0.1	-17	0.9	14	4
N#Cc1ccccc1NC(=S)Nc1ccc(F)cc1	6	94	93	14	12	-0.1	-5	0.9	-6	6
CCOC(=O)CSc1nc2cccnc2n1-c1ccc(F)cc1	-7	118	97	14	-17	-0.5	-3	0.9	13	4
C(=N\N1CCN(Cc2cccc3ccccc23)CC1)/c1cccnc1	8	101	99	-3	6	-0.6	-10	1	-2	1
Cc1oc(-c2ccccc2Cl)nc1CSCC(=O)O	7	100	99	8	8	-0.1	21	0.9	6	1
COc1ccc(CNc2oc(C)nc2C#N)cc1	7	107	96	8	-6	0.0	-4	0.9	6	4
Cc1c(C(=O)NCCCN2CCOCC2)sc2ncnc(N3CCN(c4ccccc4)CC3)c12	-2	110	101	1	-8	0.1	8	1	-4	0
CCOC(=O)Cc1c(C)nc2c(-c3cccc(Br)c3)cnn2c1C	1	96	82	10	5	-0.1	-3	0.9	-2	20
CCCc1nc2c(o1)CC(CC(C)SCC)CC2=O (centres undefined)	6	97	104	11	10	-0.2	1	0.9	-13	-5
COc1ccc(N(CC(=O)N2CCN(Cc3ccc4c(c3)OCO4)CC2)S(C)(=O)=O)cc1OC	1	97	95	13	6	-0.3	9	0.9	4	5
O=C(CN1CCN(c2ccccc2F)CC1)NC(=O)NCc1ccco1	4	104	97	-6	2	-0.2	-6	1.1	8	1
O=C(CSc1nc2ccccc2n1CCc1ccccc1)NC1CCS(=O)(=O)C1 (centres undefined)	-2	87	100	6	19	0.3	-21	0.9	-1	0

Pulled by compound from the list above (3):
SMILES	G6PDH CS	STAT3 act	STAT1 act	Diaphorase inh	STAT3 inh	Hsp70 activator	APP 5UTR inh	Diaphorase act	TLR4-MyD88 BLA	STAT1 inh
Cc1oc(-c2ccccc2Cl)nc1CSCC(=O)O	7	100	99	8	8	-0.1	21	0.9	6	1
CCOC(=O)Cc1nnc(NC(=O)CC)s1	0	95	103	13	9	-0.3	10	0.9	-14	-3
COc1ccc(CNc2oc(C)nc2C#N)cc1	7	107	96	8	-6	0.0	-4	0.9	6	4

Some of the entries above, set out differently.
smiles | G6PDH CS | STAT3 act | STAT1 act | Diaphorase inh | STAT3 inh | Hsp70 activator | APP 5UTR inh | Diaphorase act | TLR4-MyD88 BLA | STAT1 inh
COc1ccc(S(=O)(=O)N2CCNC(=O)C2)cc1Br | 0 | 101 | 97 | 7 | 0 | -0.1 | -17 | 0.9 | 14 | 4
N#Cc1ccccc1NC(=S)Nc1ccc(F)cc1 | 6 | 94 | 93 | 14 | 12 | -0.1 | -5 | 0.9 | -6 | 6
CCOC(=O)CSc1nc2cccnc2n1-c1ccc(F)cc1 | -7 | 118 | 97 | 14 | -17 | -0.5 | -3 | 0.9 | 13 | 4
C(=N\N1CCN(Cc2cccc3ccccc23)CC1)/c1cccnc1 | 8 | 101 | 99 | -3 | 6 | -0.6 | -10 | 1 | -2 | 1
Cc1oc(-c2ccccc2Cl)nc1CSCC(=O)O | 7 | 100 | 99 | 8 | 8 | -0.1 | 21 | 0.9 | 6 | 1

Next section:
SMILES	G6PDH CS	STAT3 act	STAT1 act	Diaphorase inh	STAT3 inh	Hsp70 activator	APP 5UTR inh	Diaphorase act	TLR4-MyD88 BLA	STAT1 inh
CCN(CCNC(=O)C1CCN(Cc2nc(-c3cccc(Cl)c3)oc2C)CC1)c1ccccc1	3	99	96	-8	11	-0.5	-12	1.1	9	5
O=C(COC(=O)CCS(=O)(=O)c1ccc(Cl)cc1)NC1CCCCC1	1	112	102	0	-13	-0.3	12	1	-3	-3
Cn1cnnc1SCC(=O)N1N=C(c2ccc(Cl)cc2)CC1c1ccco1 (centres undefined)	18	96	99	8	10	0.2	-8	0.9	-10	-2
O=C(Cc1ccccc1)NCc1cccnc1	11	102	98	-7	8	-0.3	-13	1.1	-7	1
Cc1cc(O)cc(=O)n1C	1	96	100	5	8	-0.1	-2	1	2	-2
O=C(NCC1CCCO1)C1CC(c2ccccc2Cl)=NO1 (centres undefined)	1	100	101	15	0	-0.2	0	0.9	-3	-2
CCOC(=O)c1c(-c2ccccc2)cn2ccccc12	6	100	94	28	5	-0.2	-17	0.7	-15	6
COc1ccc(CCNC(=O)CN2C(=O)NC(CCSC)C2=O)cc1 (centres undefined)	0	98	95	12	10	0.0	-2	0.9	7	4
Cc1noc(C)c1C(=O)OCC(=O)Nc1cc(S(=O)(=O)N2CCOCC2)ccc1Cl	1	102	91	-18	-2	-0.3	-10	1.2	-4	10
O=C1NC(=O)C2(COC(c3cccc([N+](=O)[O-])c3)OC2)S1 (centres undefined)	4	107	104	2	-9	-0.1	-3	1	8	-4
COC(=O)C(CC(=O)Nc1cc(C)ccc1C)Nc1ccccc1OC (centres undefined)	1	102	91	1	2	-0.4	8	1	-7	10
C=C(C)CNC(=S)N/N=C(\C)c1ccc(-n2ccnc2)cc1	-12	103	98	13	4	0.0	-8	0.9	13	2
Cc1ccc(-n2c(SCC(N)=O)nnc2-c2cccnc2)c(C)c1	7	108	97	10	-4	-0.1	-15	0.9	5	3
O=C(NCc1ccc(F)cc1)C(C(=O)NCc1ccc(F)cc1)c1ncc(C(F)(F)F)cc1Cl	10	106	95	-6	4	-0.2	-15	1.1	2	4
Cc1cc(C)cc(OC2CCCCC2NS(=O)(=O)c2ccccc2)c1 (centres undefined)	2	109	103	6	-10	-0.3	-19	0.9	3	-3
O=C(Nc1nc2ccc(F)cc2s1)C1CCN(S(=O)(=O)c2cc([N+](=O)[O-])ccc2Cl)CC1	-21	75	97	25	28	0.0	-8	0.8	0	3
COc1cc(OC)cc(C(=O)O/N=C(\N)c2ccncc2)c1	0	87	108	0	14	-0.3	-13	1	-6	-7
Cn1c(=O)c2c(nc(-n3ccnc3)n2C)n(C)c1=O	-15	110	102	12	-7	-0.4	-4	0.9	-3	-2
O=C(COC(=O)/C=C/c1ccccc1[N+](=O)[O-])NCC1CCCO1 (centres undefined)	-6	102	91	6	1	-0.4	-8	0.9	-3	8
CCOc1ccc(NC(=O)C2=C(C)NC(=S)NC2c2ccc(O)c(OC)c2)cc1 (centres undefined)	3	104	93	9	0	-0.2	-4	0.9	-19	8
COc1ccc2nnc(-c3ccccc3)n2n1	-3	83	101	5	24	-0.1	-2	0.9	3	-1
O=C(NCC1CCCO1)C(c1cccnc1)N(C(=O)Cc1cccs1)c1ccccc1 (centres undefined)	-1	108	126	4	-9	0.0	-47	1	8	-29
COc1cc(/C=C2\SC(=S)N(CC(=O)Nc3cccnc3)C2=O)cc(OC)c1OC	-10	107	93	2	-7	-0.3	-31	1	-3	8
Cc1cc(S(=O)(=O)Nc2c(C(=O)O)[nH]c3ccccc23)ccc1F	13	135*	96	20	-34	0.2	4	0.8	-4	5
Cc1c(Cl)cccc1NC(=O)CNc1cccc(C(F)(F)F)c1	-1	96	98	13	4	-0.3	5	0.9	2	2
Cc1sccc1/C=N/NC(=O)c1cccc2ccccc12	2	92	107	4	8	-0.3	5	1	-14	-8
CCC(C)NC(=O)c1[nH]c(C)c(C(=O)OC)c1C (centres undefined)	3	92	109	2	8	-0.3	8	1	-11	-10
COc1cccc(N2CC(C(=O)Nc3nnc(SCc4ccccn4)s3)CC2=O)c1 (centres undefined)	-21	103	97	13	-8	-0.4	-11	0.9	-11	4
COc1ccc(-c2csc(Nc3ccccn3)n2)cc1	5	60	110	10	52*	0.0	-205	0.9	-1	-13
O=C(CSc1nnc(-c2cnccn2)n1Cc1ccco1)Nc1ccc(Br)cc1	-2	102	95	16	2	-0.2	13	0.8	9	5
CC(=O)Nc1ccc(Sc2ncccc2C(=O)Nc2ccc(F)cc2)cn1	4	98	113	10	10	0.3	-7	0.9	-2	-14
Cc1cccc(OCCSc2nncn2C)c1	8	101	107	9	7	-0.1	-6	0.9	-6	-9
O=C(O)Cc1csc(-c2cccc(F)c2)n1	3	99	104	-4	3	1.3	-9	1	10	-5
CC(C)n1c(C(O)c2ccc3c(c2)OCO3)nc2ccccc21 (centres undefined)	8	104	104	11	2	0.1	2	0.9	-9	-4
O=C(c1ccccc1)N1CCN(C2CC(=O)N(CCc3ccccc3)C2=O)CC1 (centres undefined)	11	101	106	-7	2	0.4	-14	1.1	-5	-7
CCC(=O)N1C(C(=O)NCc2ccc(OC)cc2)CSC1c1ccc(OC)cc1 (centres undefined)	14	101	103	3	4	-0.2	-1	1	18	-3
CCC(C)N(C(=O)Cn1nnc2ccccc21)C(C(=O)Nc1ccc(F)cc1)c1cccc(OC)c1 (centres undefined)	7	101	99	20	6	-0.4	1	0.8	-8	1
CCOC1CCCCC1NS(=O)(=O)c1ccc(Cl)cc1 (centres undefined)	-6	101	98	13	5	-0.3	-26	0.9	-3	2
Cc1ccc(CN(C)CC(=O)Nc2ccc3c(c2)CCC3)cc1	3	102	100	15	3	0.1	5	0.8	5	-1
CC(C)C(C)NC(=O)COC(=O)/C=C/c1ccc(S(=O)(=O)N2CCc3ccccc32)cc1 (centres undefined)	4	98	91	-4	3	-0.3	-2	1	7	10
COCCn1c(SCC(=O)NNC(=O)c2ccccc2)nc2ccccc2c1=O	-13	98	110	11	-3	-0.5	-12	0.9	-11	-10
Cc1nc2ccccc2c(=O)n1/N=C/c1ccc(O)cc1	-3	100	107	7	6	-0.1	1	0.9	9	-7
COc1cc(C(=S)N2CCCC2)cc(OC)c1OS(=O)(=O)c1ccc(NC(C)=O)cc1	2	92	95	14	13	-0.5	8	0.9	2	6
COCC(=O)Nc1nc2ccccc2s1	5	109	120	5	-11	-0.1	-7	0.9	1	-21
